Source: PubChem BioAssay
LRH-1 inv ag = suppresses constitutive activity of human LRH-1. HEK293T StAR-luciferase reporter, LRH-1 transfected, 24 h. inhibition, % at 3.6 µM. actives 0.13% (n = 360,000). AID 602396;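 active = inhibition above the mean inhibition of all tested compounds plus 3 SD, cut at about 73% in these data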;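 note: 0% = DMSO wells and 100% = reporter-only cells lacking LRH-1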
Target sequence (O00482 whole entry, looked up): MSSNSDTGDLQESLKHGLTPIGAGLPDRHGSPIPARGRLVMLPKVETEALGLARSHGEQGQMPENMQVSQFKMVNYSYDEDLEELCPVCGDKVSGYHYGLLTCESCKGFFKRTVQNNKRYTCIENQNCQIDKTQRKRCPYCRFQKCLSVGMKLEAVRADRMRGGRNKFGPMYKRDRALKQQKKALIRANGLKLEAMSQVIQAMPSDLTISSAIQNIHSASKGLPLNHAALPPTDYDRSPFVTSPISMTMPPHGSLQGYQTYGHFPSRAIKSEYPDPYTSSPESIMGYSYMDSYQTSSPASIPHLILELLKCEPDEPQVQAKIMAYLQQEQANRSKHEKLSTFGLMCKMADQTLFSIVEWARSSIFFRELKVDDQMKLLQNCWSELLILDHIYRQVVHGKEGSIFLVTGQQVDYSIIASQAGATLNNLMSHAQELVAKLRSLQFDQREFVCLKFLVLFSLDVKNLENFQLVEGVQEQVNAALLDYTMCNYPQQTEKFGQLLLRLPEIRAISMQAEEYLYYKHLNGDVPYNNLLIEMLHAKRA
SRC1 inh = inhibits human SRC1 coactivator. Q15788. HEK293 GAL4-SRC1 luciferase reporter, luminescence. inhibition, % at 3.6 µM. actives 0.12% (n = 360,000);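 active = inhibition above the campaign mean plus 3 SD, with each screening campaign given its own cutoff, cut at about 60% in these data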;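 note: 0% = DMSO treated cells and 100% = gossypol at 36 µM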
TWEAK-Fn14 inh = inhibitors of TWEAK-Fn14 interaction signaling; TWEAK-stimulated Fn14 reporter cells, luciferase luminescence, 8 h; inhibition, % at 10 µM; actives 2% (n = 360,000); in the data active = inhibition above about 50%
TRAIL sens C8 = sensitizes caspase-8 expressing cells to TRAIL; NB7+C8 cells + TRAIL, ATPlite viability luminescence; inhibition (viability loss, TRAIL sensitization), % at 10 µM; actives 1% (n = 360,000); AID 624354;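 active = compounds causing at least 50% loss of cell viability in the single-dose screen, relative to plate controls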
COUP-TFII inh = NR2F2 (human) inhibition, primary screen | P24468 | AID 686940 | actives 0.7% (n = 370,000) | HEK293T NGFI-A luciferase reporter, luminescence | inhibition, % at 8.6 µM;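 active = inhibition above a per-plate cutoff, mean inhibition of test wells between control levels plus 3 SD, cut at about 38% in these data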;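 note: cells cotransfected with COUP-TFII expression vector driving the NGFI-A reporter; 0% = median of COUP-TF2 test wells and 100% = reporter-only cells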
Target sequence (P24468 whole entry, looked up): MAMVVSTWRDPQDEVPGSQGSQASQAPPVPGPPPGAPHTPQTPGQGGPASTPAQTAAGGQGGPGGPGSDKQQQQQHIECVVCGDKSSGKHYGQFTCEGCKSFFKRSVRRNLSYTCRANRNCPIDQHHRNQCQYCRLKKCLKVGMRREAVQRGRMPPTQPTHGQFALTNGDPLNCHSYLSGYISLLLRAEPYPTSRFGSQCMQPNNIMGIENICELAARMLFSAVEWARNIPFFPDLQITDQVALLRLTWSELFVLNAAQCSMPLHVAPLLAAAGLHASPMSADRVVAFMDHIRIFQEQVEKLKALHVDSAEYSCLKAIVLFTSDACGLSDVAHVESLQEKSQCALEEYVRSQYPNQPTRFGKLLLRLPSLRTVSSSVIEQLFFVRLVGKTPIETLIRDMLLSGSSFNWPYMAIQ
LMP1 NFkB inh = inhibitors of Epstein-Barr LMP1-induced NF-kappaB reporter. actives 0.69% (n = 350,000). LMP1-induced NF-kappaB luciferase reporter cells, luminescence. inhibition, % at 12.5 µM. AID 504558; in the data active = inhibition above about 41%;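 note: 0% = neutral control wells and 100% = reference inhibitor control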
SRC2 inh = human SRC2 (NCOA2) inhibition; HEK293 GAL4-SRC2 luciferase reporter, luminescence; inhibition, % at 9 µM; actives 0.17% (n = 370,000); AID 651957;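 active = inhibition above the mean inhibition of all tested compounds plus 3 SD, set per campaign, cut at about 52% in these data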;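 note: 0% = DMSO treated cells and 100% = cells given Gossypol at 36 µM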
SRC3 inh = human NCOA3 inhibition | Q9Y6Q9 | HEK293 GAL4-SRC3 luciferase reporter, luminescence | inhibition, % at 3.6 µM | actives 0.17% (n = 360,000) | AID 588352;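 active = inhibition above a per-campaign cutoff, the mean of all compounds plus 3 SD, cut at about 60% in these data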;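 note: 0% = DMSO-treated cells and 100% = gossypol-treated cells at 36 µM; higher means less SRC3-driven luciferase light from the GAL4 reporter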
CF NFkB inh = inhibitors of cystic fibrosis induced NF-kB; KKLEB NF-kB-GFP reporter, PAF-induced, GFP fluorescence overnight; inhibition, % at 5 µM; actives 0.86% (n = 360,000); AID 588850;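 active = at least 50% inhibition at 5 µM, scaled per plate between neutral and stimulator controls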;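 note: PAF is a Pseudomonas aeruginosa culture filtrate used as stimulus; plate controls were PAF-stimulated DMSO wells for no effect and unstimulated DMSO wells for full effect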
TROY signal inh = TROY signaling inhibition | Q293 LMP1-TROYcd NF-kB luciferase reporter, 4 h | AID 1347056 | actives 0.98% (n = 360,000) | inhibition, % at 10 µM;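 active = compounds whose plate-normalised and pattern-corrected inhibition of the luciferase reporter signal at the single screening dose is 50% or more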
KKLEB cytotox = CF airway cell cytotoxicity counter-screen | activity change (cytotoxicity), % at 5 µM | actives 0.36% (n = 360,000) | KKLEB CF airway cells viability, ATPlite luminescence, overnight; stronger effect = lower value; cells stimulated with P. aeruginosa culture filtrate | AID 602141;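 active = corrected activity change at or below -50% at 5 µM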
* hit, by the source's call; nt = no result given.

SMILES,LRH-1 inv ag,SRC1 inh,TWEAK-Fn14 inh,TRAIL sens C8,COUP-TFII inh,LMP1 NFkB inh,SRC2 inh,SRC3 inh,CF NFkB inh,TROY signal inh,KKLEB cytotox
Cc1ccc(CS(=O)(=O)c2nsc(C)c2C#N)cc1,-25,-10,14,0,-5,7,13,14,6,15,11
COc1cc(C(=O)COC(=O)c2ccc3c(c2)OCCO3)cc(OC)c1OC,5,5,17,-3,-5,-5,-53,6,30,7,-8
O=C(CN1CCN(c2ccccc2)CC1)c1ccc2cc[nH]c2c1,14,0,1,-3,6,-7,-2,2,8,-5,-5
Cc1cc2nc(N3C(=O)CNC3=S)sc2cc1C,-156,-73,90*,57*,-32,2,-28,-102,-19,63*,-3
Cc1nnc(SCC(=O)NCc2ccco2)[nH]c1=O,4,-17,12,1,10,-6,-14,-3,-4,4,0
Cn1cc(/C=C(\NC(=O)c2ccccc2Cl)C(=O)NCCCN2CCOCC2)c2ccccc21,-10,-9,12,2,6,0,2,-16,15,5,0
Nn1c(SCc2ccc(Br)cc2)nnc1-c1ccccn1,11,5,-25,5,-6,3,-16,18,9,-27,-1
COc1ccccc1C(=O)N1CCN(c2ccc(N3CCOCC3)nn2)CC1,3,8,12,-8,14,8,10,-8,-14,6,0
Cn1c(=O)oc2cc(S(=O)(=O)NCCN3CCN(c4ccccc4)CC3)ccc21,-1,-9,-4,-12,4,-3,-7,10,5,-8,4
Clc1ccc2nc(C(Cl)(Cl)Cl)[nH]c2c1,7,-1,17,-14,4,-1,-9,-30,17,-19,-6
COc1cc(/C=C/c2cc[n+](C)cc2)ccc1OCC(=O)Nc1ccc(Cl)c(Cl)c1,-5,6,12,5,7,2,18,-1,8,-13,-5
CCOc1ccc(-c2nnn(CC(=O)NCc3ccccc3)n2)cc1,6,-8,-8,-24,-4,-15,-18,15,0,-3,-8
COc1ccc(Cl)cc1NC(=O)C(C)N1CCc2ccccc21 (stereo not drawn),11,-2,-9,-1,17,-1,-10,-3,13,21,12
CC(=O)Nc1ccccc1NC(=O)C/C(C)=N/NC(=O)c1cccnc1,-8,-1,14,-2,-18,-4,-25,4,-21,-3,16
CCC1CCCCN1S(=O)(=O)c1ccc2[nH]c(=O)ccc2c1 (stereo not drawn),-28,-14,21,5,-8,-4,-8,0,-16,-8,-1

More records follow:
SMILES,LRH-1 inv ag,SRC1 inh,TWEAK-Fn14 inh,TRAIL sens C8,COUP-TFII inh,LMP1 NFkB inh,SRC2 inh,SRC3 inh,CF NFkB inh,TROY signal inh,KKLEB cytotox
COc1ccccc1CNC(=O)COC(=O)Cc1ccc(Br)cc1,4,-57,7,-15,-4,3,-21,13,-9,2,-15
OC(c1ccccc1)c1nc(-c2cc3ccccc3o2)cs1 (stereo not drawn),-147,-132,13,10,-44,nt,-14,-99,-4,4,-4
CCN(CC)S(=O)(=O)c1ccc(N2CCOCC2)c(NC(=O)c2nn(C(C)C)c(=O)c3ccccc23)c1,-8,2,20,18,-3,-17,21,3,18,12,-10
Cc1cc(NC(=O)COC(=O)C(Cc2ccccc2)NC(=O)c2ccco2)no1 (stereo not drawn),4,5,1,-2,12,9,-9,5,16,7,-9
O=C(Cn1nc(Cl)nc1Cl)c1ccc(F)cc1,10,-7,7,-2,8,4,-6,-6,7,-12,-2
CCN(CC)C(=O)c1sc(N)c(C#N)c1C,8,-7,21,-12,14,-1,-4,13,-5,1,-3
C[C@@H]1CCCCO[C@@H](CN(C)Cc2ccc(Cl)c(Cl)c2)[C@@H](C)CN([C@H](C)CO)C(=O)c2cc(NC(=O)CCC(F)(F)F)ccc2O1,14,4,29,23,4,4,-7,24,8,36,-23
Cc1nn(CC(=O)N2CCc3ccccc32)c(C)c1S(=O)(=O)NC(C)(C)C,9,-2,-5,-1,-20,-1,3,3,-18,-9,-4
O=C(COc1cc2oc(=O)c3c(c2cc1Cl)CCC3)NCCCn1ccnc1,-5,-1,-25,-7,5,6,-24,-7,-34,-35,0
COc1ccc2oc(-c3ccccc3)c(C(=O)N3CCOCC3)c2c1,22,8,9,-1,19,6,-2,6,11,-1,-2
O=C(Cn1cc2c(n1)CCCC2)NCc1cccs1,-1,-4,8,1,7,-2,-16,-2,-5,-7,4
C[C@@H]1CN([C@H](C)CO)C(=O)CCCn2cc(nn2)CO[C@H]1CN(C)S(=O)(=O)c1ccc2ccccc2c1,3,4,-2,-27,-5,0,-22,-4,-26,-3,0
O=C(O)c1cccc(N=C2NC(=O)C(CO)(CO)S2)c1,-5,-10,-28,-2,10,5,-2,1,3,-4,-7
COc1cccc(NC(=O)NCc2cccn2C)c1,-4,-15,5,-5,-6,-11,-26,-35,-4,-16,4
Fc1ccc(NC2=NCCCCC2)cc1,1,1,12,-7,0,-7,-20,2,-8,1,2

Reformatted: results already given
structure: Clc1ccc2nc(C(Cl)(Cl)Cl)[nH]c2c1
  LRH-1 inv ag = 7
  SRC1 inh = -1
  TWEAK-Fn14 inh = 17
  TRAIL sens C8 = -14
  COUP-TFII inh = 4
  LMP1 NFkB inh = -1
  SRC2 inh = -9
  SRC3 inh = -30
  CF NFkB inh = 17
  TROY signal inh = -19
  KKLEB cytotox = -6
structure: COc1cc(/C=C/c2cc[n+](C)cc2)ccc1OCC(=O)Nc1ccc(Cl)c(Cl)c1
  LRH-1 inv ag = -5
  SRC1 inh = 6
  TWEAK-Fn14 inh = 12
  TRAIL sens C8 = 5
  COUP-TFII inh = 7
  LMP1 NFkB inh = 2
  SRC2 inh = 18
  SRC3 inh = -1
  CF NFkB inh = 8
  TROY signal inh = -13
  KKLEB cytotox = -5
structure: CCOc1ccc(-c2nnn(CC(=O)NCc3ccccc3)n2)cc1
  LRH-1 inv ag = 6
  SRC1 inh = -8
  TWEAK-Fn14 inh = -8
  TRAIL sens C8 = -24
  COUP-TFII inh = -4
  LMP1 NFkB inh = -15
  SRC2 inh = -18
  SRC3 inh = 15
  CF NFkB inh = 0
  TROY signal inh = -3
  KKLEB cytotox = -8
structure: COc1ccc(Cl)cc1NC(=O)C(C)N1CCc2ccccc21 (stereo not drawn)
  LRH-1 inv ag = 11
  SRC1 inh = -2
  TWEAK-Fn14 inh = -9
  TRAIL sens C8 = -1
  COUP-TFII inh = 17
  LMP1 NFkB inh = -1
  SRC2 inh = -10
  SRC3 inh = -3
  CF NFkB inh = 13
  TROY signal inh = 21
  KKLEB cytotox = 12

(next part)
SMILES,LRH-1 inv ag,SRC1 inh,TWEAK-Fn14 inh,TRAIL sens C8,COUP-TFII inh,LMP1 NFkB inh,SRC2 inh,SRC3 inh,CF NFkB inh,TROY signal inh,KKLEB cytotox
Cc1cc(SCc2ccc(Br)cc2)nc(=O)[nH]1,-47,-27,-8,-20,-7,0,1,-52,-12,-16,13
CC1=CC2=NC(=O)CC(C)(C(=O)N(CC(=O)NC3CCCC3)c3cc(C)cc(C)c3)N2C=C1 (stereo not drawn),8,-32,2,-5,-8,5,-15,5,3,-16,-12
O=C(CSc1nnc(-c2ccncc2)n1Cc1ccco1)c1ccc(Cl)cc1,3,-10,25,6,7,6,-25,3,-1,-4,-2
N#CCNC(=O)C1c2ccccc2Oc2ccccc21,-1,2,-3,4,-4,-5,-11,10,6,-6,9
CCOc1ccccc1N1CCN(C(=O)c2ccc3c(c2)OCO3)CC1,-5,-63,9,15,16,-7,-10,8,15,-11,-9
O=C(CSCc1c(Cl)cccc1Cl)NCC1CCCO1 (stereo not drawn),-5,-1,5,6,-7,0,-21,-11,-4,-1,5
COc1ccc(C(C(=O)NC2CCCC2)N(CCO)C(=O)Cn2nnc(-c3ccc(C)o3)n2)cc1OC (stereo not drawn),4,0,25,12,-7,-6,6,-21,-6,-9,4
O=C(O)c1ccc(NCc2nc3ccccc3n2Cc2ccccc2)cc1,7,4,-9,18,13,2,-6,1,2,-2,-8
CC(=O)Nc1ccc(NC(=O)CN(C)CCC#N)cc1,-2,-8,0,0,2,-5,6,-8,1,-18,6
Cc1ccc(NC(=O)CN(C)C(=O)C(c2ccccc2)c2ccccc2)cc1,6,-12,-10,6,8,8,-44,-6,-2,1,3
O=C(Cc1ccsc1)N1CCc2c([nH]c3ccccc23)C1c1ccccn1 (stereo not drawn),5,-23,-10,6,8,-2,-15,2,-5,-6,6
COc1ccc2nc(N/C(N)=N/C(=S)Nc3cccc(C)c3)nc(C)c2c1,7,-3,-34,5,-10,1,-16,13,-10,5,-15
Cc1cccc(C)c1NC(=O)CN(C)C(=O)CSCc1c(C)noc1C,-6,16,-2,-11,7,-3,1,3,3,-9,-4
COc1ccccc1NC(=O)COc1ccc(CO)cc1Cl,-49,-102,-30,12,-40,-13,-46,-63,-16,-58,6
c1ccc(-c2nc(N3CCCC3)nc3ccccc23)cc1,-4,14,15,-4,-4,-12,12,9,-19,12,10
COc1cc(-c2c(NC(=O)c3ccco3)oc3c(C)cccc3c2=O)cc(OC)c1OC,0,-13,8,13,7,-1,-3,-9,-4,-2,-3
CC1CC(C)CN(C(=O)c2ccc3ccccc3c2)C1 (stereo not drawn),-11,-10,4,11,6,2,2,3,-1,-12,-2

Hits appear at their usual frequency; overall some 4.2% were active at least once.
